S100A4 inh HTS = inhibitors of S100A4-myosin IIA peptide binding, primary screen, biochemical, fluorescence polarization, TAMRA-MyoIIA peptide. Protein S100-A4 (Homo sapiens), P26447. inhibition, % at 10.7 µM. 360,000 compounds, 0.14% hits;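 active means mean inhibition of at least 70% across replicates, with every replicate also reaching that level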
Target sequence (P26447 whole entry, looked up): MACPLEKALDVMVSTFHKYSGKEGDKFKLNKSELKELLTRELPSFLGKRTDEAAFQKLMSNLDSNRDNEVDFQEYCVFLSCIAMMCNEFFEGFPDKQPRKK
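Material: S100A4 monomer (human). Medium: Calcium-containing HEPES buffer, pH 7.2. Probe or stimulus: labelled myosin peptide probe, 5 nM. Compound dosing: one concentration per compound. Timing: polarization read 5 min after assay mix addition, stable 5–60 min. Benchmarks: DMSO as neutral control, TFP as positive control.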
FN deposit inh = inhibitors of fibronectin matrix deposition, primary screen, AH1F cells, Alexa488-fibronectin fluorescence, plate reader. AH1F fibroblasts, overnight. inhibition, % at 12.6 µM. 350,000 compounds, 0.086% hits. AID 743247, 2014;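 active means mean inhibition across replicates of 30% or more, regardless of how many single replicates reach that level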;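 further: positive control wells lacked labelled fibronectin entirely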
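Test system: AH1F fibroblast monolayer depositing Alexa488-labelled fibronectin into matrix. Input: 10000 cells per well. Technique: fluorescence, ex 485 nm, em 525 nm. Buffer or medium: DMEM plus 2% serum, read in PBS. Timing: 1 h cell adhesion before compound, then overnight fibronectin incubation. Compound: single dose, pinned. Read-out basis: inhibition from reduced deposited-fibronectin fluorescence.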
Casp6 inh = human caspase-6 inhibitors, primary screen, biochemical, VEID-R110 fluorescence, single point, set 2; purified caspase-6, Z-VEID-R110 cleavage fluorescence; inhibition, % at 12.5 µM; 350,000 compounds, 0.53% hits;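 active means mean inhibition across replicates at least about 35%, with every replicate also reaching that limit, limit read from the data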;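 further: 0% = median of neutral control wells and 100% = no fluorescence left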
Target sequence (P55212 24-179 limits assumed): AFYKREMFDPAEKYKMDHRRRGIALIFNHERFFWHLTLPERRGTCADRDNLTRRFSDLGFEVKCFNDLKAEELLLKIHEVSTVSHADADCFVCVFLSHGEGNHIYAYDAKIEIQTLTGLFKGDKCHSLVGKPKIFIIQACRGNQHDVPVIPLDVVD
Target sequence (P55212 194-293 limits assumed): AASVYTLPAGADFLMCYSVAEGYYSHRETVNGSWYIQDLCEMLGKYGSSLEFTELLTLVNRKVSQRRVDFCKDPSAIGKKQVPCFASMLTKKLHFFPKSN
LGR2 antag = inhibitors of bursicon-induced LGR2 CRE-luciferase signal, primary screen, cell-based, HEK293, CRE-luciferase reporter, bursicon stimulation; Drosophila bursicon receptor LGR2 (rickets); bursicon-stimulated, 4 h; inhibition, % at 9.99 µM; 380,000 compounds, 0.35% hits; AID 720647, 2013;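 active means drop in luminescence signal, shown as inhibition above about 50% in the replicate tests, limit read from the data, passing the limit was not always enough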;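 further: agonist challenge used bursicon conditioned medium at about half maximal strength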
C2C12 statin = suppressors of statin myotoxicity in C2C12 myotubes, primary screen, cell-based, single point, plate reader; 330,000 compounds, 0.78% hits; AID 602340, 2012; C2C12 myotubes + simvastatin, ATP luminescence, 48 h; scaled: DMSO 0, geranylgeraniol control 100; rescue of ATP level, % at 7.49 µM;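 active means mean ATP rescue above about 67%, or every replicate alone reaching that limit, limit read from the data, passing the limit was not always enough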;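 further: myotubes were challenged with 10 µM simvastatin during compound exposure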
esBAF inh = Bmi1 luciferase reporter increase in mESCs, primary screen, esBAF inhibitor project, mouse ES cells, Bmi1 luciferase knock-in, single point | 24 h; 100% = twice the neutral-well signal | reporter increase, % at 12.5 µM | 350,000 compounds, 2% hits | AID 602393, 2012; in the data active means activation above about 40%;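 further: 0% = median of the plate's neutral control wells and 100% = double that signal; a rise in the Bmi1 reporter signal indicates esBAF inhibition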
SIRT5 inh = SIRT5 desuccinylase inhibitors, primary screen, biochemical, fluorescence imaging, single point, set 5; NAD-dependent protein deacylase sirtuin-5, mitochondrial (Homo sapiens), Q9NXA8; Purified SirT5, succinyl-peptide AMC, trypsin-coupled fluorescence; inhibition, % at 15 µM; 330,000 compounds, 1.1% hits; in the data active means inhibition above about 15%
Target sequence (Q9NXA8 whole entry, looked up): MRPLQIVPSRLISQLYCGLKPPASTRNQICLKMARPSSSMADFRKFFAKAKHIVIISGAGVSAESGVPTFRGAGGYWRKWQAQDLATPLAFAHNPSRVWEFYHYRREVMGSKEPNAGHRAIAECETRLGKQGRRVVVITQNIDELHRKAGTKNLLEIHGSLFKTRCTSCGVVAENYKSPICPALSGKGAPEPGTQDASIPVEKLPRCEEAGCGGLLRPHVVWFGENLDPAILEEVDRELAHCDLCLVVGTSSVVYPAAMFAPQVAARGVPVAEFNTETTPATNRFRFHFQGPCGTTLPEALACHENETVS
The depositor's hits bear a star; x = not tested or not shown. Only part of the results is shown; rates above refer to the full screens.

#	structure	S100A4 inh HTS	FN deposit inh	Casp6 inh	LGR2 antag	C2C12 statin	esBAF inh	SIRT5 inh
1	C[C@H](CO)N1C[C@H](C)[C@H](CN(C)C(=O)Nc2ccc(F)cc2)Oc2ccc(NC(=O)C3CCCCC3)cc2C1=O	-7	x	1	8	14	-4	-1
2	CN(C)c1ccc(C(=S)NC2CCCCC2)cc1	4	16	-2	-153	x	x	1
3	Cc1ccccc1C(=O)O	4	x	-3	2	12	-2	x
4	Nc1nc(-c2ccc(F)cc2)cc(C(F)(F)F)n1	x	4	x	x	13	-13	x
5	C[C@H](CO)N1C[C@H](C)[C@@H](CN(C)CC2CCCCC2)Oc2c(NC(=O)C3CCOCC3)cccc2C1=O	8	0	0	6	25	-2	4
6	Cc1nnc(SCC(=O)NNC(=O)c2ccco2)s1	6	-7	3	-2	1	3	-4
7	C[C@@H]1CCCCO[C@@H](CN(C)S(=O)(=O)c2ccc(Cl)cc2)[C@H](C)CN([C@H](C)CO)C(=O)c2cc(NC(=O)c3ccccc3)ccc2O1	7	x	-1	14	x	1	-11
8	O=C(C[C@@H]1CC[C@@H](NS(=O)(=O)c2ccccc2)[C@H](CO)O1)N1CCN(c2ccccc2)CC1	4	x	-1	1	x	x	2
9	Cc1cccc(C)c1NC(=O)CCS(=O)(=O)c1ccc(Br)cc1	1	2	-1	1	6	6	-2
10	CCCNC(=O)N(C)C[C@H]1Oc2cc(-c3ccccc3)ccc2S(=O)(=O)N([C@@H](C)CO)C[C@H]1C	4	x	-3	1	-25	-4	1
11	Cc1ccc(CCC(=O)Nc2ccccc2F)s1	-3	-3	0	-71	3	38	-3
12	C=CCc1cccc(/C=N/n2cnnc2)c1O	x	-12	x	x	7	-2	x
13	COCC1CCN(C(=O)c2cc(COc3ccc4c(c3)CCCC4)on2)C1 (configuration not stated)	3	-3	4	-27	x	x	4
14	Cc1ccc(N(C)C(=O)c2cc(S(=O)(=O)N3CCc4ccccc43)cn2C)cc1	2	1	-1	-7	4	1	2
15	O=C(OCC(=O)N1CCN(C(=O)c2ccco2)CC1)c1cc(S(=O)(=O)Nc2ccc(Cl)cc2)ccc1O	5	3	2	-2	x	x	-2
16	C[C@]12c3[nH]c4ccccc4c3CCN1C(=O)C(CC(=O)NCCCn1ccnc1)C[C@@H]2C(=O)N1CCOCC1 (some centres not stated)	-2	0	2	0	2	1	0
17	Cn1cnc2cc(NCc3ccccc3Cl)ccc21	-2	-9	1	-14	-1	51*	-5
18	O=C(C1CC(=O)N(C2CCCC2)C1)N1CCN(c2cccc(Cl)c2)CC1 (configuration not stated)	6	-11	9	-12	-5	4	8
19	CN(C)CC(=O)N[C@@H]1CC[C@@H](CCNC(=O)C2CCCCC2)O[C@@H]1CO	-6	-8	-26	-6	-1	-2	0
20	Cc1cc(OCC(O)CN2CCOCC2)cc(C)c1Cl (configuration not stated)	0	15	-4	x	6	6	-8
21	C/C(=N/NC(=O)c1ccco1)c1cccnc1	-1	-5	0	8	x	x	0
22	COc1cccc(OCCSc2nc(C)c(Cc3ccccc3)c(=O)[nH]2)c1	-4	6	-2	x	x	x	-5
23	C#CCOCCOCCOCCNc1nc(N2CCN(C(=O)Cn3cc(CCCN=C(N)N)nn3)CC2)nc(N2CCN(C(=O)[C@H]([C@@H](C)O)n3cc(CCCCN)nn3)CC2)n1	0	-6	-100	-14	-6	4	-5
24	COc1ccccc1-n1c(=O)[nH]c2c(C(N)=O)nc(CC(C)C)nc21	-2	-3	1	-30	5	-1	1
25	CCOc1cc(C)nc(NCc2ccccc2)n1	x	15	x	x	-4	3	x
26	CCOc1ccc(N(CC)C(=O)COc2cc(=O)n(CC)c3ccccc23)cc1	x	13	x	x	16	-2	x
27	CN(C)C(=O)c1cccc(-c2ccc(C3[C@@H]4CN(S(=O)(=O)Cc5ccccc5)C[C@H]3N4)cc2)c1 (some centres not stated)	47	-3	2	8	x	x	0
28	COc1ccc(N2CCN(Cc3nc4c(c(=O)n(C)c(=O)n4C)n3CC(C)=O)CC2)cc1	3	x	1	-13	3	10	-2
29	CN(C)CC(=O)N[C@H]1CC[C@@H](CC(=O)NCCN2CCCCC2)O[C@H]1CO	4	-9	-1	3	5	-3	-1
30	Cc1ccc(N(CC(N)=O)C2SC(=O)N(C)C2=O)cc1 (configuration not stated)	x	5	x	x	9	6	x
31	COC(=O)[C@H](Cc1ccccc1)NC(=O)[C@@H](N)CC(=O)O	-5	2	4	-15	9	-10	0
32	COc1cccc(CN2[C@H](CO)[C@@H](c3ccccc3)C23CN(Cc2ccccc2OC)C3)c1	-47	-3	-1	4	x	x	0
33	COc1ccc(C[C@H]2CN3C(=NC[C@H]3C)N2CCNC(=O)c2ccc(C)c(Br)c2)cc1	2	-26	1	3	-53	-8	-2
34	Cc1cc(C)n(C(=O)c2cccc(S(=O)(=O)N3CCCCC3)c2)n1	-1	2	2	0	-3	-3	x
35	COC(=O)c1ccc(C)c(NC(=O)c2ccc(CN3CCc4ccccc4C3)cc2)c1	1	-2	1	-1	-11	4	2
36	CCOc1ccccc1C(=O)NCC(=O)Nc1ccc(-c2ccccc2)cc1	1	7	-1	7	-3	2	-1
37	CCCNC(=O)N(C)C[C@H]1Oc2cc(C#CCN(C)C)ccc2S(=O)(=O)N([C@H](C)CO)C[C@H]1C	6	-5	-8	1	-2	1	9
38	COc1ccc2c3c([nH]c2c1)[C@@H](CO)N(Cc1ccncc1)CC31CN(CC2CCOCC2)C1	-9	x	-1	-15	x	x	1
39	O=C(COC(=O)c1cc(Br)ccc1O)Nc1cc(S(=O)(=O)N2CCCC2)ccc1Cl	-1	1	-4	7	x	x	-3
40	CCCc1c2c(cc3c(=O)cc(C(=O)OCC)oc13)CCCC2	-7	0	0	8	-3	2	1
41	COc1cccc(C(O)C2OC(=O)c3ccccc32)c1OC (configuration not stated)	-14	15	-1	-2	x	x	-8
42	Cc1ccc(-n2nnnc2SCC(=O)NCC2CCCO2)cc1C (configuration not stated)	-6	x	-4	-1	-9	1	-2
43	C[C@H]1CN([C@@H](C)CO)C(=O)Cc2cc(NC(=O)NC3CCCCC3)ccc2O[C@H]1CN(C)S(=O)(=O)c1ccccc1	-2	1	-1	-9	1	-6	-7
44	COc1cc(CCCN2C(=S)NC[C@@H]2CCCCN)cc(OC)c1OC	1	-2	-44	0	1	9	0
45	CCN1CCC2(CC1)N=C(c1ccc(F)cc1)C(=S)N2C(=O)c1ccc(C(C)(C)C)cc1	1	6	1	4	x	x	-2
46	NC(=O)Nc1ccc(C(=O)N2CCN(S(=O)(=O)Cc3ccccc3)CC2)cc1	1	-4	0	-3	26	-1	-4
47	C[C@H](CO)N1C[C@H](C)[C@@H](CN(C)S(=O)(=O)c2ccccc2)Oc2ncc(C#CC3(O)CCCC3)cc2C1=O	0	x	2	24	-7	7	0
48	COC(=O)c1c(C(=O)OC)c(-c2ccccc2)n2c1CS(=O)(=O)C2	x	x	x	9	-5	-4	x

Marked active in esBAF inh, among the entries above:
no. | molecule | S100A4 inh HTS | Casp6 inh | LGR2 antag | esBAF inh | SIRT5 inh
17 | Cn1cnc2cc(NCc3ccccc3Cl)ccc21 | -2 | 1 | -14 | 51* | -5

Reformatted with values under each structure: entries from further up.
Under each structure – S100A4 inh HTS, FN deposit inh, Casp6 inh, LGR2 antag, C2C12 statin, esBAF inh, SIRT5 inh
38	COc1ccc2c3c([nH]c2c1)[C@@H](CO)N(Cc1ccncc1)CC31CN(CC2CCOCC2)C1
  -9, x, -1, -15, x, x, 1
42	Cc1ccc(-n2nnnc2SCC(=O)NCC2CCCO2)cc1C (configuration not stated)
  -6, x, -4, -1, -9, 1, -2

(further entries)
#	structure	S100A4 inh HTS	FN deposit inh	Casp6 inh	LGR2 antag	C2C12 statin	esBAF inh	SIRT5 inh
49	O=S(=O)(Nc1ncccn1)c1cc(Cl)ccc1Cl	0	-3	-8	2	1	2	-1
50	CCCCNC(=O)C[C@@H]1C[C@@]2(C(=O)OCC)CCCC=C2N(CCC2=CCCCC2)C1=O	1	-1	1	9	x	x	-1
51	COC(=O)C[C@H]1CC[C@H]2[C@H](COc3ccc(NC(=O)c4ccccc4F)cc3C(=O)N2C)O1	-4	1	-2	-29	-8	2	-3
52	Nc1ccc(Br)cc1Br	-2	-8	-2	18	x	x	-3
53	COC(=O)[C@]12CCCCC=C1N(Cc1ccc(Cl)cc1Cl)C(=O)[C@H](CC(=O)NCc1cccc(C(F)(F)F)c1)C2	-2	1	-3	8	x	x	20*
54	COc1cccc2c(C)cc(N3CCCCCC3)nc12	-3	-1	-7	5	28	1	-3
55	CN1c2ccc(C#Cc3cccc(F)c3)cc2[C@H]2[C@H](CCN2S(=O)(=O)c2ccccc2F)[C@@H]1CO	-5	2	-2	2	-12	-3	3
56	CCc1nnc(NC(=O)c2ccc(-c3ccccc3F)o2)s1	2	x	-2	-13	x	x	-3
57	O=C(Cn1nc(C(=O)O)c2ccccc2c1=O)Nc1cc(C(F)(F)F)ccc1-n1cncn1	0	-5	-2	-8	-2	2	1
58	CC1(C)CC(=O)C=C(Nc2ccc(C(=O)O)cc2)C1	x	-24	x	x	-1	-3	x
59	COc1ccc(Cl)cc1NC(=O)NNC(=O)c1ccccn1	-1	5	-1	-1	-17	4	-2
60	Cc1cccc(OCC(=O)NNC(=O)CCN2CCN(c3ccccc3)CC2)c1C	1	6	-2	10	-7	6	-1
61	COCC(=O)Nc1ccc2c(c1)OC[C@H](C)N(Cc1ccccn1)C[C@H](C)[C@H](OC)CN(C)C2=O	-6	4	-2	-3	-10	-5	1
62	CC(C)(C)C1CCC2(CC1)C(Nc1cccc(C(F)(F)F)c1)=NC(=S)N2CC#N (configuration not stated)	x	-5	x	x	1	-5	x
63	O=C1CC(NC(=O)c2ccc(Cl)cc2)C(=O)N1 (configuration not stated)	-2	7	10	-8	8	-3	5
64	C[C@@H]1CCCCO[C@H](CN(C)S(C)(=O)=O)[C@@H](C)CN([C@@H](C)CO)C(=O)c2cc(NC(=O)CCCN(C)C)ccc2O1	11	x	-2	16	-40	-9	2
65	CCCCn1c(=NC(C)=O)c(C#N)cc2c(=O)n3cccc(C)c3nc21	7	-8	0	3	-15	-4	-20
66	COC(=O)C[C@H]1C[C@@H]2c3cc(NC(=O)Nc4ccc(C(F)(F)F)cc4)ccc3O[C@@H]2[C@@H](CO)O1	11	4	-3	-10	-16	-4	4
67	CO[C@@H]1CN(C)C(=O)c2cc(NC(=O)Nc3ccccc3F)ccc2OC[C@@H](C)N(C)C[C@@H]1C	2	-12	x	3	15	-4	-1
68	COC(=O)C[C@H]1CC[C@H]2[C@H](COc3ccc(NS(=O)(=O)c4ccccc4Cl)cc3C(=O)N2C)O1	2	-4	-1	-20	8	-1	-2
69	CC(=O)c1ccc(N2CCN(C(=O)c3ccc(OCc4c(C)noc4C)cc3)CC2)cc1	x	-6	x	x	51	32	x
70	O=C(CNc1ccc2c(c1)OCO2)N/N=C\c1cn(Cc2ccccc2)c2ccccc12	x	x	x	23	28	5	x
71	Clc1ccc(CNCC2CCCO2)c(Cl)c1 (configuration not stated)	-2	-3	-3	-11	5	-6	-2
72	NCC(c1ccco1)c1c[nH]c2ccccc12 (configuration not stated)	-6	6	0	4	-7	4	-2

Screen by screen, quoted from above:
SIRT5 inh for entries 65 to 68: -20, 4, -1, -2
LGR2 antag for entries 65 to 68: 3, -10, 3, -20
esBAF inh for entries 65 to 68: -4, -4, -4, -1

Compound activity deposited in PubChem BioAssay by Broad Institute.
